SIRT5 block = inhibitors of human sirtuin-5 desuccinylase | hit rate 1.1% among 330,000 | inhibition, % at 15 µM | Purified SirT5, succinyl-peptide AMC, trypsin-coupled fluorescence | Q9NXA8; in the data active = inhibition above about 15%; inconclusive = no clear call, values can overlap the other calls
DENV2 CPE rescue = inhibitors of DENV2 cytopathic effect. DENV2-infected cells, cytopathic effect rescue, plate reader. CPE inhibition, % at 9.99 µM. hit rate 1.7% among 350,000. AID 651640; in the data active = CPE inhibition above about 20%, passing the limit was not always enough; inconclusive = no clear call, values can overlap the other calls; tested in BHK-21 cells;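 also: 0% = median of neutral control wells and 100% = median of positive control wells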
S100A4 MyoIIA = blocks human S100A4 binding to myosin IIA peptide; P26447; S100A4/TAMRA-MyoIIA peptide fluorescence polarization; inhibition, % at 10.7 µM; hit rate 0.14% among 360,000;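 active = mean inhibition of at least 70% across replicates, with every replicate also reaching that level; inconclusive = mean inhibition reaches 70% but some replicates fall short; inactive = mean inhibition below 70%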
Target sequence (P26447 whole entry, looked up): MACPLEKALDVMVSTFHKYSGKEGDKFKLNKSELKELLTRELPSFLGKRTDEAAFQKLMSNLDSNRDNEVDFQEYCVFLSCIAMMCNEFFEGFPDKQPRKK
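Test system – S100A4 monomer (human) · Compound – single-point compound testing · Schedule – 5 min incubation before reading · Probe or stimulus – TAMRA-labelled myosin IIA heavy-chain peptide probe, 5 nM · Benchmarks – neutral control DMSO, positive control TFP · Medium – Calcium-containing HEPES buffer, pH 7.2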
ERp5 inh = inhibitors of human ERp5; Q15084; ERp5 insulin aggregation, absorbance 650 nm, 90 min; inhibition, % at 9.99 µM; hit rate 0.05% among 350,000; AID 651711;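 active = mean replicate inhibition above about 25%, with every replicate also reaching it, limit read from the data, passing the limit was not always enough; inconclusive = only one of those two criteria met; inactive = neither criterion met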
Statin myotox sup = suppressors of simvastatin-induced myotoxicity in C2C12 myotubes; rescue of ATP level, % at 7.49 µM; ATP luminescence, 48 h; scaled: DMSO 0, geranylgeraniol control 100; hit rate 0.78% among 330,000; AID 602340;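 active = mean ATP rescue above about 67%, or every replicate alone reaching that limit, limit read from the data, passing the limit was not always enough; inconclusive = no clear call, values can overlap the other calls; inactive = mean under the limit and some replicate under it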;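 also: myotubes were challenged with 10 µM simvastatin during compound exposure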
PglD inh = PglD (C. jejuni) enzyme inhibition; AID 602405; inhibition, % at 12.5 µM; hit rate 0.098% among 360,000; purified PglD enzyme, DTNB colorimetric CoA detection; in the data active = inhibition above about 16%, passing the limit was not always enough; inconclusive = no clear call, values can overlap the other calls; also: strong numbers were not always called active
E-sel inducer = E-selectin induction on HUVECs; hit rate 0.37% among 260,000; activation, % at 7.58 µM; HUVEC E-selectin immunofluorescence imaging; normalized: neutral wells 0, TNF-alpha wells 100;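 active = mean E-selectin-positive cell signal at least 10% of the positive control, reached in at least 60% of replicates, without over 20% cell loss; inconclusive = no rule given, readout overlaps actives, possibly toxicity-flagged; inactive = the rest, including those meeting only one limit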;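 also: in these data hits start at about 27%; measured in HUVEC primary endothelial cells; signal is the percent of cells scored E-selectin positive by PE staining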
Target sequence (P16581 whole entry, looked up): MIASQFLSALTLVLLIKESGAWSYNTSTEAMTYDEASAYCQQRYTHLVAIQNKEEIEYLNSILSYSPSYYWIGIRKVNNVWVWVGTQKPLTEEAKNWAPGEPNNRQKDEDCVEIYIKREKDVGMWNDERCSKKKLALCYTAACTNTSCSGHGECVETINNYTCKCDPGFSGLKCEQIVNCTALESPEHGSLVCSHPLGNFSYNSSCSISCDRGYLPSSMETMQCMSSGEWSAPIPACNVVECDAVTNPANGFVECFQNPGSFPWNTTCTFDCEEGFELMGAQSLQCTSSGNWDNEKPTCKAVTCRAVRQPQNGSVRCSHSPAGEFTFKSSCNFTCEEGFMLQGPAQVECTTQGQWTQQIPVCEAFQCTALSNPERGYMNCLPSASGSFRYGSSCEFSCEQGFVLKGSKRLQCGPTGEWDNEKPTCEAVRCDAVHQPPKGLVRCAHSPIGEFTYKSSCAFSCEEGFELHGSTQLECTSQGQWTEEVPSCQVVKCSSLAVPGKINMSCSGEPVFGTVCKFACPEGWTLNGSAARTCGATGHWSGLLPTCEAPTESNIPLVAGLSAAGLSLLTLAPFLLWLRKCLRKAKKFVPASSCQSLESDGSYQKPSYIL
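System: HUVEC, human umbilical vein endothelial cells; quantity: 3,000 cells/well; buffer or medium: EGM-2 medium, gelatin-coated wells; dosing: single-point compound dose; detection: immunofluorescence imaging; evaluation: % PE-positive cells; benchmarks: TNF-alpha, DMSO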
An asterisk follows results filed as active; u = inconclusive; x = no result given; & = joins results of further samples.

compound	SIRT5 block	DENV2 CPE rescue	S100A4 MyoIIA	ERp5 inh	Statin myotox sup	PglD inh	E-sel inducer
CC[N+](CC)(CC)CC(=O)Nc1ccc(SC(F)F)cc1	3	-3	1	4	-4	-1	3.3
O=c1c([N+](=O)[O-])c(N2CCOCC2)c2ccccc2n1-c1ccccc1	-1	9	-19	-3	x	x	-1.3
CCNS(=O)(=O)c1ccc(Br)c(C(=O)OC(C)C(=O)NCC2CCCCC2)c1 (configuration not stated)	-2	43*	0	21	1	0	x
COc1ccc(CN2CCn3nc(C(=O)NC4CC4)cc3C2=O)cc1	3	-6	-2	-5	x	x	-0.1
COc1ccc(C)cc1S(=O)(=O)N1CCC2(CC1)OCCN2S(=O)(=O)c1ccccc1	-2	8	-1	0	14	0	x
C[C@H](CO)N1C[C@H](C)[C@H](CN(C)Cc2ccccc2)Oc2cc(C#C[C@@H](C)O)ccc2S1(=O)=O	1	-3	1	0	-11	2	0.2
CCOc1cccc(N2C(=O)CC(NNC(=O)c3ccc(Br)o3)C2=O)c1 (configuration not stated)	1	5	-2	5	x	x	-0.2
CC=Cc1ccc2n(c1=O)C[C@@H]1[C@@H](CO)[C@H](C(=O)NCCC)[C@H]2N1C(=O)c1ccccc1 (mixture of isomers)	-17	1	4	7	3	-1	-0.2
Cc1ccccc1OCC(=O)Nc1ccc(N2CCOCC2)cc1N1CCOCC1	-5	3	7	-3	-17	-1	x
C[C@H](CO)N1C[C@H](C)[C@H](CN(C)C(=O)Nc2cc(F)ccc2F)Oc2ncc(C#CCN(C)C)cc2C1=O	0	u	2	0	-1	2	-0.2
CCOc1ccc(C(=O)CCC(=O)NNC(=O)c2ccncc2)cc1	-3	-10	-1	0	-6	-1	x
O=C(c1ccc(C(F)(F)F)cc1)C1CCCN(Cc2cccn2-c2ncccn2)C1 (configuration not stated)	-1	11	-6	-3	1	6	x

Reprinted at random: 2 compounds from above
compound	SIRT5 block	DENV2 CPE rescue	S100A4 MyoIIA	ERp5 inh	Statin myotox sup	PglD inh	E-sel inducer
CC[N+](CC)(CC)CC(=O)Nc1ccc(SC(F)F)cc1	3	-3	1	4	-4	-1	3.3
O=c1c([N+](=O)[O-])c(N2CCOCC2)c2ccccc2n1-c1ccccc1	-1	9	-19	-3	x	x	-1.3

The list goes on.
compound	SIRT5 block	DENV2 CPE rescue	S100A4 MyoIIA	ERp5 inh	Statin myotox sup	PglD inh	E-sel inducer
O=C(Nc1ccc2c(c1)CCCN2C(=O)c1cccs1)c1c(F)cccc1Cl	0	2	-6	1	-1	8	-0.6
O=C(C[C@H]1CC[C@@H]2[C@H](COC[C@H](O)CN2Cc2nccs2)O1)NCc1ccccc1Cl	6	3&17	-1	-2	0	1	0.3&-1.9
CC(C)CCOc1ccc(C(=O)Nc2cc(S(=O)(=O)N3CCOCC3)ccc2N2CCOCC2)cc1	-2	8	-3	4	-3	2	0.0
CCOc1ccc(C(CC(=O)O)NC(=O)COc2ccccc2)cc1OC (configuration not stated)	2	0	-6	1	x	x	5.9
C[C@H]1CN([C@@H](C)CO)C(=O)c2cc(-c3ccc(C#N)cc3)cnc2O[C@@H]1CN(C)Cc1ccccn1	-6	-1	5	-5	-4	-1	-0.5
CCCc1cc(=O)oc2cc(OCC(=O)NCCN3CCOCC3)c(Cl)cc12	9	12	-4	-1	-4	0	x
Cc1cc(C(=O)OCC(=O)NCc2ccccc2Cl)c(C)o1	4	-4	3	-4	x	x	0.0
Cc1c(C(=O)N(C)CCc2cnn(C)c2)oc2c(F)cccc12	-3	-3	-2	3	-7	0	0.6
O=C(CN1CCCCC1)Nc1cccc(Cl)c1	-7	12	6	-13	x	x	1.9
CC(C)CCNC(=O)C(c1ccc(O)cc1)N(Cc1ccco1)C(=O)CCC(=O)Nc1nccs1 (configuration not stated)	-8	-4	-11	0	9	0	-0.1
CC1(C)CC(NC(=O)c2ccc(Cl)c(Cl)c2)CC(C)(C)N1	-1	6	1	5	-1	-6	x
CCCCNC(=S)N/N=C/c1sccc1C	-1	-1	3	-2	x	x	x
Cc1noc(C)c1NC(=O)N(C)C[C@H]1Oc2cc(C#CCC3CCCC3)ccc2S(=O)(=O)N([C@@H](C)CO)C[C@H]1C	13	-3	-1	0	11	-1	1.8
C=CCn1c(=O)c2ccccc2n2c(SCC(=O)O)nnc12	-4	3	3	-3	9	-1	0.0
Cc1c(C(=O)Nc2c(F)cccc2F)sc2ncnc(N3CCN(c4ccccc4)CC3)c12	-2	x	-4	3	x	x	x
C[C@@H]1CN([C@@H](C)CO)C(=O)c2cc(N(C)C)ccc2O[C@@H](C)CCCCO[C@H]1CN(C)C(=O)CCCN(C)C	-1	u	-6	0	-20	2	-0.2
O=C(C1=C(O)C(=O)N(CCN2CCOCC2)C1c1cccc([N+](=O)[O-])c1)c1cc2ccccc2o1 (configuration not stated)	x	-2	1	1	7	x	0.8
CC(=NNC(=O)c1cccc(S(=O)(=O)N2CCOCC2)c1)c1ccccc1	-2	14	3	-3	5	x	x
CCn1cc(C(=O)NN)c(=O)c2cc(F)c(N3CCOCC3)cc21	-3	6	-4	3	1	-5	x
O=C(N[C@H]1CC[C@@H](CCNS(=O)(=O)c2ccc(F)cc2)O[C@@H]1CO)c1ccccn1	0	-3	15	2	-9	-1	-0.1
O=C(O)c1ccccc1NC(=S)NC(=O)c1sc2ccccc2c1Cl	-1	8	1	-7	x	-2	-2.0
CC(c1n[nH]c(=S)n1-c1ccc(F)cc1)N1CCCCC1 (configuration not stated)	-2	u	-4	7	17	-3	0.6
C[C@H]1CN([C@@H](C)CO)C(=O)c2cc(C#Cc3ccccc3F)cnc2O[C@@H]1CN(C)C(=O)C1CCCCC1	14	-2	3	0	13	-2	-0.3
OC(CCN1CCCCC1)(c1ccccc1)C1C[C@@H]2C=C[C@H]1C2 (some centres not stated)	1	-4	1	-2	5	-1	-0.2
C[C@H]1CN([C@@H](C)CO)C(=O)c2cc(C3=CCCC3)cnc2O[C@@H]1CN(C)Cc1ccc(F)cc1	1	7	2	3	5	5	0.1
CCOCCCNC(=O)CN1C(=O)COc2ccc(S(=O)(=O)N3CCOCC3)cc21	-1	-2	-3	5	5	-3	x
COc1cccc(CNCc2cccc(Br)c2)c1OC	-2	4	1	1	x	x	x
COc1cc2c3c(c1)c(N=NC(N)=S)c(O)n3C(C)(C)C=C2C	1	1	2	6	22	x	x
C[C@H](CO)N1C[C@H](C)[C@@H](CN(C)Cc2ccc(C(=O)O)cc2)Oc2ncc(-c3ccccc3)cc2C1=O	4	u	16	0	11	-2	0.7
COCc1cc(C)nc(SCC(=O)Nc2cc3c(cc2C#N)OCO3)c1C#N	-1	x	-4	-13	11	-5	x
CCC(=O)N1C[C@H](O)COC[C@@H]2O[C@H](CC(=O)NC)CC[C@H]21	-1	4	9	-1	14	-1	0.2
CCn1c(C)[n+](CC)c2ccc(S(=O)(=O)N(C)C)cc21	-2	-5	1	-8	-3	8	x
CCc1nc(SCC(=O)Nc2ccc(C(=O)O)cc2)n[nH]1	-1	1	-14	0	0	2	0.5
CC(C)c1cccc(C(C)C)c1NC(=O)CNCc1ccccc1F	1	9	-1	2	x	x	-0.2
O=C1NCCCC1C(=O)N1CCCCC1 (configuration not stated)	-1	3	-6	0	2	-2	-0.2
C[C@H](c1ccccc1)N1C[C@@H](COCc2ccccc2)Oc2cccc(N3CCCC3)c2S1(=O)=O	x	6	-5	-4	x	x	-0.5
COCCNC(=O)C12CC3CC(CC(Cl)(C3)C1)C2	8	14	-3	-2	x	2	x
CN(C)CCCN(CCCN(C)C)C(=S)Nc1ccc(S(=O)(=O)N2CCOCC2)cc1	2	-10	-6	-1	16	2	-0.2
O=C(NC1CCC1)[C@@H]1[C@@H](CO)[C@@H]2Cn3c(ccc(-c4cncnc4)c3=O)[C@@H]2N1C(=O)NC1CCCC1	-25	-2	-1	7	-6	-1	-0.1
CCCNC(=O)C1(C)CCCN(C(=O)c2ccc3c(c2)CCO3)C1 (configuration not stated)	-6	u	4	-3	1	2	-0.3
O=[N+]([O-])c1ccc2nc(Cl)nc(-c3ccccc3)c2c1	0	1	-2	-1	4	-4	-0.3
CCN(CC)S(=O)(=O)c1ccc(O)c(C(=O)OCC(=O)NC23CC4CC(CC(C4)C2)C3)c1	-2	-6	3	3	2	4	-0.2
CCCCN(CC)CCCNC(=O)c1csc2c1CCCCC2	-1	9	-4	3	0	x	x
COc1cccc(/C=N/NC(=O)c2cccs2)c1	3	6	3	5	0	x	x
COc1ccc(/C=N/Nc2nc3ccccc3o2)cc1OC	1	-3	0	-3	-17	2	x
CCN(CC)S(=O)(=O)c1ccc(NCCCn2ccnc2)c([N+](=O)[O-])c1	2	-5	-11	4	-3	-4	-0.1
CCCN(CC(=O)Nc1ccccc1C)C(=O)c1ccc(=O)n(Cc2ccccc2)n1	-2	12	-2	1	4	-3	4.9
CCC(=O)N1CC2(C1)CN(C(=O)CC)[C@H](CO)c1[nH]c3cc(OC)ccc3c12	1	u	5	2	x	x	-0.4
O=C(Nc1ccc([N+](=O)[O-])cc1NC(=O)c1ccccc1)c1ccccc1	1	1	6	4	-6	-7	1.3
COc1c2ccoc2cc2oc(=O)ccc12	1	10	1	5	4	1	x
O=c1[nH]cc(COCC(F)CCl)c(=O)[nH]1 (configuration not stated)	-3	-1	6	2	6	x	1.2
CC(C)Oc1ccc(/C=C/C(=O)NCC2COc3ccccc3O2)cc1 (configuration not stated)	-4	-11	-5	0	x	x	0.3
O=c1c(-c2ccccc2)c[nH]n1-c1cccc([N+](=O)[O-])c1	x	1	-1	-3	x	x	x
Cc1cc(=O)[nH]c(SCC(=O)Nc2ccnc3ccccc23)n1	6	-3	-7	-12	x	x	x
COCCOC(=O)c1c(NC(=O)CNc2ccc(C)c(F)c2)sc(C(N)=O)c1C	2	7	-8	-5	3	4	-0.3
O=C(Nc1ccc(N2CCOCC2)nc1)c1cccs1	-2	4	1	3	4	-3	-0.4
COc1ccc(C2=NC(=O)/C(=C\c3cc(OC)c(OC)c(OC)c3)O2)cc1	x	3	-6	-10	x	x	0.0
O=C(CSc1ccc2ccccc2c1)NCCc1ccc(O)c(O)c1	-1	1	-5	1	-21	1	x
CCN(CC)C(=O)c1ccc(Cn2cc([N+](=O)[O-])cn2)o1	-3	-3	-3	-9	x	x	x

High-throughput results deposited in PubChem by Broad Institute.

This is a subset; count on the stated rates, not on these rows.
